Screening data: PubChem, several laboratories
HRas wt GTP bind: changes GTP binding to wildtype human HRas; 0.14% of 190,000 active; GST-Ras wt beads, Bodipy-FL-GTP binding, flow cytometry; actives lie on both sides; P01112; GTP binding activity, % at 10 µM;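 active = GTP binding activity at least 20% away from the 100% baseline, either lowered as inhibitor or raised as activator; inconclusive = flagged as likely green fluorescent, judged across all proteins in the well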;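 note: 0% = unlabeled GTP competition control and 100% = no-compound control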
Target sequence (P01112 whole entry, looked up): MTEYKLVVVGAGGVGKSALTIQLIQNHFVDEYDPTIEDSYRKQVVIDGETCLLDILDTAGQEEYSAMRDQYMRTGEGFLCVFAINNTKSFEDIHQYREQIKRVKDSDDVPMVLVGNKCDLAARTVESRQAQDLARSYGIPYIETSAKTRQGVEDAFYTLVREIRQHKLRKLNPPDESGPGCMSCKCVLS
ABCG2 block: blocks JC-1 efflux by human ABCG2 transporter; 0.1% of 190,000 active; inhibition, % at 6.6 µM; Q9UNQ0; IgMXP3 cells, flow cytometry;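 active = inhibition above 80%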;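 note: 0% = DMSO and 100% = nicardipine control wells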
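Test system: IgMXP3 cells (ABCG2) mixed with DDAO far-red-labelled CCRF-Adr cells (ABCB1). Reagent: JC-1 transporter substrate. Compound dosing: single test compound dose, 6.6 µM final. Times: 10 min compound exposure, 25 °C. Detection: flow cytometry of retained JC-1 fluorescence. Read-out basis: efflux inhibition in percent versus controls. Controls: nicardipine and DMSO wells.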
Rac1 wt modul: modulators of human Rac1 wildtype GTP binding; P63000; GST-Rac1 beads, fluorescent GTP binding, flow cytometry; actives lie on both sides; 0 = cold GTP competed, 100 = untreated; GTP binding activity (% of control), % at 10 µM; 0.27% of 190,000 active; AID 757;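 active = GTP binding activity at least 20 points away from the 100% control level, either lower or higher; inconclusive = compound flagged as likely green fluorescent, judged across all proteins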
ABCB1 block: human ABCB1 inhibition, ABCG2 as counter-screen; CCRF-Adr cells, JC-1 efflux, flow cytometry; inhibition, % at 6.6 µM; 0.067% of 190,000 active; in the data active = inhibition above about 40%;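 note: 0% = vehicle and 100% = reference inhibitor; higher value means more JC-1 retained so stronger ABCB1 efflux block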
Cdc42 wt GTP: changes GTP binding to wildtype human Cdc42. GST-Cdc42 beads, Bodipy-GTP binding, flow cytometry; actives lie on both sides. percent activity (GTP binding), % at 10 µM. 0.2% of 190,000 active. AID 761;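 active = percent activity GTP binding at least 20 points away from the 100% baseline, either down as inhibitor or up as activator; inconclusive = compound flagged as likely green fluorescent from well-wide comparison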;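 note: median bead fluorescence of bound Bodipy-FL-GTP at 100 nM; 0% = excess unlabeled GTP control and 100% = no compound control; below 100% means less GTP binding so inhibitor and above means activator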
Target sequence (P60953 whole entry, looked up): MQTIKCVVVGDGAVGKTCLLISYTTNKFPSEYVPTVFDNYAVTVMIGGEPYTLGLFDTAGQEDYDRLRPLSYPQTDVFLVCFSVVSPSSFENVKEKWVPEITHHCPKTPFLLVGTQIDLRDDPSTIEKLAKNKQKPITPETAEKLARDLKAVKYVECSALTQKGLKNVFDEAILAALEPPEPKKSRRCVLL
Rab7 wt GTP bind: modulators of GTP binding to dog Rab7 wildtype GTPase; GST-Rab7 beads, fluorescent GTP binding, flow cytometry; actives lie on both sides; untreated = 100%, excess cold GTP = 0%; GTP binding activity (percent of control), % at 10 µM; 0.055% of 190,000 active;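 active = fluorescent GTP binding to Rab7 beads changed by at least 20 points from the 100% baseline, either direction, mostly lower; inconclusive = compound itself probably fluorescent, or too few beads counted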;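 note: median green fluorescence of bound Bodipy-FL-GTP per Rab7 bead population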
Avidin bead fluor: compound fluoresces at 488/530 nm on avidin beads | compound fluorescence 488/530 nm, flow cytometry; active compounds read high | fluorescence (KMESF) at 10 µM | 0.38% of 220,000 active | AID 1775; in the data active = fluorescence above about 47; note: inactives centre near 10
Pf gametocyte: inhibitors of late stage P. falciparum gametocyte viability. inhibition, % at 10.9 µM. 0.065% of 150,000 active. P. falciparum stage V gametocytes, ATP luminescence, 24 h;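 active = inhibition above the mean plus 3 SD of compounds within the control limits, set per campaign, cut at about 38% in these data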;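 note: 0% = DMSO wells and 100% = medium only without gametocytes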
Mcl1-Noxa inh: Mcl-1/Noxa interaction inhibition; Q07820; inhibition, % at 21.7 µM; TR-FRET Mcl-1/Noxa peptide binding, 2 h; 1.5% of 220,000 active;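 active = compounds that cut the protein-peptide binding signal by more than 50% relative to plate controls in a single-dose test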;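 note: His-tagged Mcl-1 with rhodamine Noxa BH3 peptide and terbium anti-His antibody; 0% = Mcl-1 plus Noxa peptide wells and 100% = peptide-only wells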
Target sequence (Q07820 whole entry, looked up): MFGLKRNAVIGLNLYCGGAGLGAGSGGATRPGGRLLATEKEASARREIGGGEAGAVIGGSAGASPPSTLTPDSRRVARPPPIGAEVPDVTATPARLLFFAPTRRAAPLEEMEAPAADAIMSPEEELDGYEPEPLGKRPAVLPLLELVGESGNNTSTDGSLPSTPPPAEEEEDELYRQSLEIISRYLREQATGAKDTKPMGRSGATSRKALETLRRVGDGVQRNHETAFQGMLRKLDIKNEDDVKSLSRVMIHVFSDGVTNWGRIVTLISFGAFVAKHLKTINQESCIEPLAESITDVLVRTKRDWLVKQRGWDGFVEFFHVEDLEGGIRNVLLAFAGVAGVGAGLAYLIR
Rab2 wt GTP: changes GTP binding to wildtype dog Rab2A, up or down; P61105; GST-Rab2 wt beads, Bodipy-GTP binding, flow cytometry; GTP binding activity, % at 10 µM; 0.19% of 190,000 active; AID 760;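 active = GTP binding activity at least 20 points away from 100%, either lowered or raised; inconclusive = signal likely due to the compound's own green fluorescence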;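 note: 0% = beads with excess unlabeled GTP and 100% = no-compound control corrected for plate trend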
Rac1 act GTP bind: alters GTP binding to activated mutant human Rac1. GST-Rac1 activated beads, fluorescent GTP binding, flow cytometry; actives lie on both sides; 100% means binding = to untreated wells. percent activity (GTP binding), % at 10 µM. P63000. 0.11% of 190,000 active;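 active = GTP binding at least 20 percentage points away from the 100% baseline, in either direction, so actives lie on both sides; inconclusive = Compound likely fluorescent itself, or too few beads counted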
* marks the source's active call; other numbers are inactive results.

Results for N#Cc1cccc(NC(=O)COc2ccc(-n3ccnc3)cc2)c1 ?
HRas wt GTP bind: 102; ABCG2 block: 8; Rac1 wt modul: 100; ABCB1 block: 1.2; Cdc42 wt GTP: 100; Rab7 wt GTP bind: 95; Avidin bead fluor: 14; Pf gametocyte: -10; Mcl1-Noxa inh: 12; Rab2 wt GTP: 101; Rac1 act GTP bind: 99

What do the screens show for `Cc1nnc2ccc(Oc3ccc(-c4ccccc4)cc3)nn12`?
HRas wt GTP bind: 101; ABCG2 block: 4; Rac1 wt modul: 101; ABCB1 block: 0.8; Cdc42 wt GTP: 103; Rab7 wt GTP bind: 101; Avidin bead fluor: 6; Mcl1-Noxa inh: 21; Rab2 wt GTP: 103; Rac1 act GTP bind: 100

What do the screens show for `C/C(=N\Nc1ncc(Cl)cc1Cl)c1ccc(OC(F)F)cc1`?
HRas wt GTP bind: 100; ABCG2 block: 24; Rac1 wt modul: 105; ABCB1 block: 0.8; Cdc42 wt GTP: 101; Rab7 wt GTP bind: 98; Avidin bead fluor: 13; Pf gametocyte: 14; Mcl1-Noxa inh: 6; Rab2 wt GTP: 100; Rac1 act GTP bind: 101

Results for O=C(/C=C/c1cccs1)Nc1ccc([N+](=O)[O-])cc1 ?
HRas wt GTP bind: 101; ABCG2 block: 14; Rac1 wt modul: 102; ABCB1 block: 0.7; Cdc42 wt GTP: 100; Rab7 wt GTP bind: 100; Avidin bead fluor: 1; Pf gametocyte: -1; Mcl1-Noxa inh: 16; Rab2 wt GTP: 99; Rac1 act GTP bind: 99

What do the screens show for `Cc1nc(N2CCCCC2)c2c(C)c(C(=O)Nc3ccccc3C(F)(F)F)sc2n1`?
HRas wt GTP bind: 102; ABCG2 block: 3; Rac1 wt modul: 100; ABCB1 block: 0.7; Cdc42 wt GTP: 100; Rab7 wt GTP bind: 108; Avidin bead fluor: 12; Mcl1-Noxa inh: 16; Rab2 wt GTP: 100; Rac1 act GTP bind: 102

Results for COC(=O)C1=C(C(=O)OC)C(c2ccccc2O)c2sc(=O)[nH]c2S1 (stereo unspecified) ?
HRas wt GTP bind: 99; ABCG2 block: 2; Rac1 wt modul: 102; ABCB1 block: 1.2; Cdc42 wt GTP: 102; Rab7 wt GTP bind: 95; Avidin bead fluor: 9; Pf gametocyte: 21; Mcl1-Noxa inh: 56*; Rab2 wt GTP: 97; Rac1 act GTP bind: 96

Results for CCCCn1c(=O)[nH]c(=O)c2c1nc(-c1ccccc1F)n2Cc1ccccc1 ?
HRas wt GTP bind: 96; ABCG2 block: 9; Rac1 wt modul: 94; ABCB1 block: 2.1; Cdc42 wt GTP: 95; Rab7 wt GTP bind: 90; Avidin bead fluor: 11; Pf gametocyte: 2; Mcl1-Noxa inh: -2; Rab2 wt GTP: 95; Rac1 act GTP bind: 94

Results for O=C(O)C1CCCCC1C(=O)NCCc1ccccc1 (stereo unspecified) ?
HRas wt GTP bind: 102; ABCG2 block: 1; Rac1 wt modul: 102; ABCB1 block: 0.3; Cdc42 wt GTP: 104; Rab7 wt GTP bind: 101; Avidin bead fluor: 9; Mcl1-Noxa inh: 10; Rab2 wt GTP: 102; Rac1 act GTP bind: 99

Results for COc1ccccc1NS(=O)(=O)c1cc([N+](=O)[O-])ccc1N/N=C/c1sc(N2CCOCC2)nc1-c1ccccc1 ?
HRas wt GTP bind: inconclusive; ABCG2 block: 36; Rac1 wt modul: inconclusive; ABCB1 block: 17; Cdc42 wt GTP: inconclusive; Rab7 wt GTP bind: inconclusive; Avidin bead fluor: 27; Pf gametocyte: -1; Mcl1-Noxa inh: 2; Rab2 wt GTP: inconclusive; Rac1 act GTP bind: inconclusive

Results for Nc1nc(Sc2ccc(C(F)(F)F)cn2)n[nH]1 ?
HRas wt GTP bind: 99; ABCG2 block: 1; Rac1 wt modul: 96; ABCB1 block: 0.1; Cdc42 wt GTP: 98; Rab7 wt GTP bind: 93; Avidin bead fluor: 2; Mcl1-Noxa inh: 29; Rab2 wt GTP: 101; Rac1 act GTP bind: 97

Results for Cc1ccc(C(=O)OCC(=O)NCc2cccs2)cc1C ?
HRas wt GTP bind: 91; ABCG2 block: 0; Rac1 wt modul: 91; ABCB1 block: 0.0; Cdc42 wt GTP: 88; Rab7 wt GTP bind: 90; Avidin bead fluor: 9; Pf gametocyte: -5; Mcl1-Noxa inh: -2; Rab2 wt GTP: 93; Rac1 act GTP bind: 91

What do the screens show for `CCOc1cc(C(=O)OCC(=O)c2c(C)[nH]c3ccccc23)ccc1OCC(=O)N1CCOCC1`?
HRas wt GTP bind: 98; ABCG2 block: 6; Rac1 wt modul: 97; ABCB1 block: 0.3; Cdc42 wt GTP: 99; Rab7 wt GTP bind: 94; Avidin bead fluor: 12; Pf gametocyte: -24; Mcl1-Noxa inh: 18; Rab2 wt GTP: 94; Rac1 act GTP bind: 93

How did C=CCc1ccc(OCCOCCOc2cccc3ccc(C)nc23)c(OC)c1 do in these assays?
HRas wt GTP bind: 102; ABCG2 block: 2; Rac1 wt modul: 98; ABCB1 block: 0.6; Cdc42 wt GTP: 102; Rab7 wt GTP bind: 99; Avidin bead fluor: 11; Pf gametocyte: -16; Mcl1-Noxa inh: 16; Rab2 wt GTP: 103; Rac1 act GTP bind: 96

Results for COc1ccc(OCCN(C)Cc2ccccc2)cc1 ?
HRas wt GTP bind: 104; ABCG2 block: 0; Rac1 wt modul: 105; ABCB1 block: 0.2; Cdc42 wt GTP: 104; Rab7 wt GTP bind: 103; Avidin bead fluor: 10; Mcl1-Noxa inh: -13; Rab2 wt GTP: 104; Rac1 act GTP bind: 101

What do the screens show for `O=C(Nc1cccc([N+](=O)[O-])c1)c1ccncc1`?
HRas wt GTP bind: 101; ABCG2 block: 15; Rac1 wt modul: 103; ABCB1 block: 0.9; Cdc42 wt GTP: 102; Rab7 wt GTP bind: 105; Avidin bead fluor: 18; Pf gametocyte: -21; Mcl1-Noxa inh: -10; Rab2 wt GTP: 100; Rac1 act GTP bind: 100

How did CCCCCOc1ccccc1C(=O)NCC(=O)O do in these assays?
HRas wt GTP bind: 100; ABCG2 block: 0; Rac1 wt modul: 101; ABCB1 block: -0.1; Cdc42 wt GTP: 104; Rab7 wt GTP bind: 97; Avidin bead fluor: 8; Mcl1-Noxa inh: 16; Rab2 wt GTP: 99; Rac1 act GTP bind: 101

Results for CC(=O)NC(CCS(C)(=O)=O)C(=O)Nc1ccc(Oc2ccccc2)cc1 (stereo unspecified) ?
HRas wt GTP bind: 102; ABCG2 block: -1; Rac1 wt modul: 107; ABCB1 block: -0.3; Cdc42 wt GTP: 105; Rab7 wt GTP bind: 102; Avidin bead fluor: 24; Mcl1-Noxa inh: -1; Rab2 wt GTP: 102; Rac1 act GTP bind: 103

How did COc1ccc(NC(=O)C2C(=O)N(CCO)C3(C)CC2c2ccccc2O3)cc1 (stereo unspecified) do in these assays?
HRas wt GTP bind: 103; ABCG2 block: 5; Rac1 wt modul: 107; ABCB1 block: 0.8; Cdc42 wt GTP: 104; Rab7 wt GTP bind: 98; Avidin bead fluor: 30; Mcl1-Noxa inh: 11; Rab2 wt GTP: 103; Rac1 act GTP bind: 100

Results for CCOc1cc(/C=N/Nc2nc3ccccc3[nH]2)cc(Br)c1OCC(=O)N(C)C ?
HRas wt GTP bind: 96; ABCG2 block: 2; Rac1 wt modul: 96; ABCB1 block: -0.6; Cdc42 wt GTP: 93; Rab7 wt GTP bind: 101; Avidin bead fluor: 15; Mcl1-Noxa inh: 20; Rab2 wt GTP: 96; Rac1 act GTP bind: 95

What do the screens show for `Cc1c(C(C)(C)C)c(C=S)n2ccccc12`?
HRas wt GTP bind: 103; ABCG2 block: 1; Rac1 wt modul: 105; ABCB1 block: 0.2; Cdc42 wt GTP: 103; Rab7 wt GTP bind: 102; Avidin bead fluor: 31; Pf gametocyte: -15; Mcl1-Noxa inh: 19; Rab2 wt GTP: 102; Rac1 act GTP bind: 101

What do the screens show for `CC(=O)NS(=O)(=O)c1ccc(NC(=O)CCc2ccccc2)cc1`?
HRas wt GTP bind: 99; ABCG2 block: -4; Rac1 wt modul: 104; ABCB1 block: -1.0; Cdc42 wt GTP: 105; Rab7 wt GTP bind: 97; Avidin bead fluor: 14; Pf gametocyte: 20; Mcl1-Noxa inh: 11; Rab2 wt GTP: 98; Rac1 act GTP bind: 102

What do the screens show for `CN1c2ccccc2C(C)(C)C12C=Cc1cc(O)ccc1O2` (stereo unspecified)?
HRas wt GTP bind: 97; ABCG2 block: 0; Rac1 wt modul: 97; ABCB1 block: 0.0; Cdc42 wt GTP: 96; Rab7 wt GTP bind: 94; Avidin bead fluor: 7; Mcl1-Noxa inh: 3; Rab2 wt GTP: 94; Rac1 act GTP bind: 94

Results for Cc1ccc(NS(=O)(=O)c2ccc(NC(=O)[C@@H]3CCCC[C@@H]3C(=O)O)cc2)c(C)c1 ?
HRas wt GTP bind: 100; ABCG2 block: 5; Rac1 wt modul: 102; ABCB1 block: 0.8; Cdc42 wt GTP: 99; Rab7 wt GTP bind: 103; Avidin bead fluor: 21; Pf gametocyte: 2; Mcl1-Noxa inh: -12; Rab2 wt GTP: 100; Rac1 act GTP bind: 99

How did CC(C)CNC(=O)c1cccc(Cn2cc(Cl)cn2)c1 do in these assays?
HRas wt GTP bind: 110; ABCG2 block: 2; Rac1 wt modul: 106; ABCB1 block: 0.3; Cdc42 wt GTP: 106; Rab7 wt GTP bind: 110; Avidin bead fluor: 13; Mcl1-Noxa inh: 12; Rab2 wt GTP: 109; Rac1 act GTP bind: 100

Results for CCC(C)c1ccccc1NC(=O)COC(=O)c1ccc2c(c1)S(=O)(=O)c1ccccc1C2=O (stereo unspecified) ?
HRas wt GTP bind: 98; ABCG2 block: 15; Rac1 wt modul: 98; ABCB1 block: 1.5; Cdc42 wt GTP: 98; Rab7 wt GTP bind: 102; Avidin bead fluor: 6; Pf gametocyte: -16; Mcl1-Noxa inh: 2; Rab2 wt GTP: 97; Rac1 act GTP bind: 98

Results for O=C(O)CCN1C(=O)c2ccncc2C1=O ?
HRas wt GTP bind: 103; ABCG2 block: 1; Rac1 wt modul: 111; ABCB1 block: 0.0; Cdc42 wt GTP: 105; Rab7 wt GTP bind: 104; Avidin bead fluor: 9; Pf gametocyte: -7; Mcl1-Noxa inh: -2; Rab2 wt GTP: 104; Rac1 act GTP bind: 100

How did O=C(COC(=O)c1nc(Cl)ccc1Cl)Nc1ccc2c(c1)OCO2 do in these assays?
HRas wt GTP bind: 99; ABCG2 block: 1; Rac1 wt modul: 96; ABCB1 block: 0.1; Cdc42 wt GTP: 96; Rab7 wt GTP bind: 104; Avidin bead fluor: 12; Pf gametocyte: -14; Mcl1-Noxa inh: 6; Rab2 wt GTP: 96; Rac1 act GTP bind: 94
